MsrA act: bovine methionine sulfoxide reductase A activation; activation, % at 10.6 µM; purified bovine MsrA, absorbance read-out; actives 0.3% (n = 360,000); in the data active = activation above about 7.5%;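 also: 0% = vehicle and 100% = reference activator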
MT1-MMP act inh: inhibitors of human MT1-MMP activation; P50281; HT1080 RFP-PRO-GFP cells, GFP/RFP ratio fluorescence, overnight; percent of plate control window, DMSO zero; GFP/RFP ratio change, % at 20 µM; actives 0.061% (n = 360,000); AID 651647;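 active = GFP/RFP ratio change of at least 30% with cell ATP level not reduced by more than half and red fluorescence within 50% of control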; also: strong numbers were not always called active
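Material – HT1080 RFP-PRO-GFP cells · Control set – DMSO wells and RFP-L50D-GFP cells · Incubation – overnight cell settling, then overnight compound exposure, 37 °C, 5% CO2 · Compound dosing – single-point 20 µM compound, 1% DMSO · Read-out – GFP/RFP fluorescence ratio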
MLLE-PAM2 inh: inhibitors of microRNA-mediated deadenylation, human PABP1 MLLE binding; actives 0.36% (n = 360,000); inhibition, % at 20 µM; P11940; AID 588489; GST-MLLE / FITC-PAM2 fluorescence polarization; in the data active = inhibition above about 35%, passing the limit was not always enough;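 also: plate controls were DMSO wells with GST-MLLE for no effect and wells lacking GST-MLLE protein for full effect; some results filed as inactive read as strong as hits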
Target sequence (P11940 whole entry, looked up): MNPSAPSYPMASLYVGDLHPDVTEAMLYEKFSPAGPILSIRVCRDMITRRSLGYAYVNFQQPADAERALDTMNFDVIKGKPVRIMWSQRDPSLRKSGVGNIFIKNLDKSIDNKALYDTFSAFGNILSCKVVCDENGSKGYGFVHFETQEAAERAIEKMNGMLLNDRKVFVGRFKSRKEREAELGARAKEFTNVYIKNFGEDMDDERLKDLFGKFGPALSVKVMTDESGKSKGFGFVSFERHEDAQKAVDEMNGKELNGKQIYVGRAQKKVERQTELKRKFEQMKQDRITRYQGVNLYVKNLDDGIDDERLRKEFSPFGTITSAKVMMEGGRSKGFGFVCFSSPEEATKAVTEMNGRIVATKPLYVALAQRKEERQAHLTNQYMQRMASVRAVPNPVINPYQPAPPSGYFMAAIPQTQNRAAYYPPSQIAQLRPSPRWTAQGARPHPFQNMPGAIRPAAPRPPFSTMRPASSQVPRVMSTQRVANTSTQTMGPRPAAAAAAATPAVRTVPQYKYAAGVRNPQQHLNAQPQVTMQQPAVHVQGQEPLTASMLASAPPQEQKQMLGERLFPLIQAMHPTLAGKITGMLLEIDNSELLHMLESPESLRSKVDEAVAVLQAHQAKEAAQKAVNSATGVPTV
MsrA inh: bovine MsrA inhibition | purified bovine MsrA, absorbance read-out | inhibition, % at 15.5 µM | actives 0.75% (n = 360,000) | AID 651718; in the data active = inhibition above about 4.5%;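 also: 0% = vehicle wells with enzyme and 100% = reference inhibitor wells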
SKN-1 block: inhibitors of C. elegans SKN-1 | C. elegans VP596 Pgst-4::GFP/RFP ratio, acrylamide-induced, 24 h | inhibition, % at 21.8 µM | actives 0.49% (n = 360,000);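 active = interference check ratio from 0.5 to 1.5 plus GFP to RFP signal ratio inhibition reaching or exceeding a fixed threshold, cut at about 30% in these data, passing the limit was not always enough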; also: some compounds called inactive have numbers as strong as hits
Tb MetRS inh: Trypanosoma brucei MetRS inhibition. purified T. brucei MetRS, ATP depletion, Kinase-Glo luminescence. inhibition, % at 11.9 µM. actives 0.4% (n = 360,000). AID 624268;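 active = inhibition above a per-plate cutoff of the control wells' mean inhibition plus 3 SD, cut at about 5.5% in these data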;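 also: 0% = DMSO wells median and 100% = median of wells with control inhibitor compound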
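Test system: purified T. brucei MetRS enzyme. Also added: ATP, methionine and E. coli bulk tRNA substrates. Compound: 11.9 µM single point. Schedule: 15 min enzyme-compound preincubation, 2 h reaction, 10 min detection, 25 °C. Signal: luciferase luminescence of residual ATP, Kinase-Glo. Evaluation: percent inhibition versus plate control medians. Controls: DMSO wells, low control.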
E coli Lon inh: E. coli protease La inhibition; purified E. coli Lon protease, fluorescence polarization; inhibition, % at 7.94 µM; actives 0.42% (n = 360,000); in the data active = inhibition above about 13%, passing the limit was not always enough;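 also: 0% = enzyme with probe and DMSO and 100% = no enzyme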
FAS TE block: inhibitors of human fatty acid synthase thioesterase domain; actives 0.67% (n = 360,000); AID 602261; recombinant FAS-TE, OMFH fluorogenic substrate, fluorescence endpoint; P49327; inhibition, % at 15 µM;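 active = compounds whose normalised, plate-corrected inhibition of enzyme fluorescence in the single-dose primary screen is 50% or more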;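 also: 0% = DMSO with enzyme and 100% = substrate without enzyme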
NRP1-CendR mod: modulators of CendR peptide binding to human neuropilin-1 | FAM-RPARPAR peptide binding to NRP-1, fluorescence polarization | inhibition, % at 25 µM | actives 0.85% (n = 360,000) | AID 602438;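 active = inhibition or corrected inhibition above about 18%, plus a signal ratio from 0.5 to 1.5, limit read from the data, passing the limit was not always enough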; also: strong numbers were not always called active
* hit, by the source's call; i = inactive; / = not tested or not shown.

item	SMILES	MsrA act	MT1-MMP act inh	MLLE-PAM2 inh	MsrA inh	SKN-1 block
1	CC(=O)C1=C(C)NC(=S)NC1c1cc([N+](=O)[O-])ccc1O (stereo not given)	-4	2	-128	2.0	0
2	CCCOc1ccc(CC(=O)N/N=C\c2ccc(F)cc2)cc1	-4	3	-12	-0.1	8
3	Cc1cc(C=O)c(C)n1-c1ccc(N2CCOCC2)c([N+](=O)[O-])c1	-8	-1	21	1.3	4
4	Cc1cc([N+](=O)[O-])nn1CC(=O)NCc1ccc(Cl)cc1	-6	1	0	0.3	-23
5	O=C1OCCC1Sc1nc2ccccc2n1-c1ccccc1 (stereo not given)	-1	-2	-32	1.7	-3
6	COC(=O)c1cc2c(-c3ccccc3)cc3ccccn3c-2c1C(=O)OC	-11	-11	35	1.1	37
7	COc1ccc(NC(=O)CSc2nnc(CNc3ccc(F)cc3)o2)c(OC)c1	4	-2	9	1.3	7
8	O=C(CSc1nc2ccccc2c(=O)n1-c1ccc(F)c(Cl)c1)Nc1ccc2c(c1)CCC2	-13	2	-20	-0.7	4
9	Cc1ccc2c(C(=O)CN3CCC(C(N)=O)CC3)c(C)[nH]c2c1	-3	-3	3	/	20
10	Cc1cc(C)c2cc(C#N)c(SCC(=O)Nc3ccc4c(c3)OCO4)nc2c1	-4	-22	-11	1.6	8

item	Tb MetRS inh	E coli Lon inh	FAS TE block	NRP1-CendR mod
1	0.0	1	-2	-17
2	0.9	-7	0	0
3	-0.3	-1	-11	0
4	0.2	8	21	20
5	-0.2	-5	-3	-6
6	-1.8	7	-4	-4
7	-0.5	-2	-6	5
8	-2.5	10	61*	-2
9	1.4	5	-3	-3
10	-0.9	15	0	-14

Remaining list, next part.
item	SMILES	MsrA act	MT1-MMP act inh	MLLE-PAM2 inh	MsrA inh	SKN-1 block
11	CN(CC(=O)NC1CC(C)(C)NC(C)(C)C1)S(=O)(=O)c1ccc(Br)cc1	-3	-1	-4	0.5	-2
12	N=c1sccn1CC(=O)NCCc1ccc(Cl)cc1	-6	2	-17	1.1	-28
13	c1ccc(Cn2nnc3c(Nc4ccc5c(c4)OCO5)nc(C4CC4)nc32)cc1	4	-1	3	0.5	4
14	COc1ccc(OC(C)C(=O)Nc2cccnc2)cc1 (stereo not given)	0	2	-13	-0.7	21
15	COC(=O)c1cc(COc2ccc3c4c(c(=O)oc3c2)CCCC4)c(C)o1	-5	-3	-2	0.0	10
16	S=c1oc(-c2ccncc2)nn1CCc1ccncc1	-2	0	-70	-1.0	7
17	COc1ccc(C(=O)OCC(=O)NC(C)(C)C)cc1[N+](=O)[O-]	-5	4	4	0.4	10
18	COc1ccccc1CN1CC(C(=O)N(C)Cc2[nH]c3ccccc3c2C)CCC1=O (stereo not given)	-1	0	13	1.1	-3
19	Nc1cc(N)nc(SCC(=O)NC(=O)NC2CCCC2)n1	-6	12	27	1.3	-4
20	Cc1ccc(NC(=O)/C=C/c2ccc([N+](=O)[O-])s2)cc1	0	-58	-5	0.5	-1

item	Tb MetRS inh	E coli Lon inh	FAS TE block	NRP1-CendR mod
11	-0.3	1	-6	-4
12	0.4	-6	-16	-7
13	-0.5	-4	12	18
14	0.1	-1	-6	2
15	-0.6	-4	16	-5
16	1.0	1	-6	13
17	-0.1	-8	8	-5
18	-0.1	-8	-2	-8
19	-0.2	-24	-3	-16
20	0.4	-24	-7	-8

Continued.
item	SMILES	MsrA act	MT1-MMP act inh	MLLE-PAM2 inh	MsrA inh	SKN-1 block
21	C=C1CCC2C(C)(C(=O)O)CCCC2(C)C1CCC(CO)CCO (stereo not given)	-1	-3	0	-0.9	11
22	CC(C)c1ccc(NC(=O)C2CCCN(S(=O)(=O)c3cccnc3)C2)cc1 (stereo not given)	-1	3	15	0.2	2
23	CC1(C)CC(=O)C=C(c2cccc(OC(=O)c3ccc(Br)cc3)c2)C1=O	-1	-2	9	0.5	-13
24	COc1cc([N+](=O)[O-])ccc1NC(=O)NNC(=O)C(C)Oc1ccc(F)cc1F (stereo not given)	-5	-3	-6	2.1	-14
25	O=C(O)C(c1ccccc1)C(c1ccccc1)c1ccccc1 (stereo not given)	-2	-3	2	0.6	5
26	Cc1nnc(NC(=O)c2ccc(S(=O)(=O)N(C)c3ccccc3)cc2)s1	-1	-4	-8	0.4	11
27	CCn1c(SCC(=O)N/N=C/c2cc(OC)c(O)c(OC)c2)nc2ccccc21	1	-2	-6	-0.2	-4
28	Cc1ccc(S(=O)(=O)N2C[C@H]3n4c(=O)ccc(=O)n4C[C@H](OC(=O)NCc4ccco4)[C@@]3(O)C2)cc1	-8	-4	-7	1.6	-10
29	COc1ccc(CCNC(C(=O)Nc2cc(C)cc(C)c2)c2ccccc2)cc1 (stereo not given)	-3	-9	0	-0.4	2
30	O=C(NCc1ccccc1)c1cccc(NC(=O)C2CCCC2)c1	-2	5	2	0.5	2

item	Tb MetRS inh	E coli Lon inh	FAS TE block	NRP1-CendR mod
21	-0.8	-5	0	6
22	-0.4	1	4	-2
23	-1.2	3	25	-2
24	0.0	-3	40	9
25	-0.3	-7	-1	0
26	0.1	-3	-4	1
27	-0.7	-7	-10	15
28	-1.3	3	-9	5
29	0.1	4	29	10
30	-0.2	2	-5	-14

Quoted at random: 2 compounds from above, in no set order.
item	SMILES	MsrA act	MT1-MMP act inh	MLLE-PAM2 inh	MsrA inh	SKN-1 block
30	O=C(NCc1ccccc1)c1cccc(NC(=O)C2CCCC2)c1	-2	5	2	0.5	2
24	COc1cc([N+](=O)[O-])ccc1NC(=O)NNC(=O)C(C)Oc1ccc(F)cc1F (stereo not given)	-5	-3	-6	2.1	-14

item	Tb MetRS inh	E coli Lon inh	FAS TE block	NRP1-CendR mod
30	-0.2	2	-5	-14
24	0.0	-3	40	9

Next section.
item	SMILES	MsrA act	MT1-MMP act inh	MLLE-PAM2 inh	MsrA inh	SKN-1 block
31	Cc1cc(C)n2nc(C(=O)N3CCN(c4ccc([N+](=O)[O-])cc4)CC3)nc2n1	-2	3	-42	1.6	1
32	CCCNC(=O)c1cc(C2CCCCN2S(C)(=O)=O)on1 (stereo not given)	-3	0	7	-1.1	-17
33	CCOc1cc(/C=N\NC(=O)OC)ccc1OC(=O)c1ccco1	-6	-1	0	2.3	-9
34	COc1ccc(NC(=O)c2cc(C)nc3ccccc23)cc1S(=O)(=O)N1CCOCC1	-9	-6	7	0.2	11
35	O=C(CCc1ccc(S(=O)(=O)N2CCOCC2)cc1)N/N=C/c1ccc(F)cc1F	-9	2	0	-0.2	7
36	CC(C)CNS(=O)(=O)c1ccc(CCC(=O)N2CCCC2)cc1	-9	-1	-1	-0.4	3
37	Cc1ccc2nc(N3CCN(c4ccccc4F)CC3)c(C=O)c(=O)n2c1	-6	-2	17	-0.4	10
38	O=C(Cc1ccccc1)c1ccccn1	-4	-31	-71	0.0	12
39	CN1CCN(Cc2nc3ccccc3c(=O)n2Cc2nc(-c3cccc([N+](=O)[O-])c3)cs2)CC1	-2	-8	6	1.5	0
40	Cn1c2ccccc2c(=O)c2c(=O)n(Cc3ccccc3)c(-c3ccc(F)cc3)nc21	-7	-1	1	-0.3	1

item	Tb MetRS inh	E coli Lon inh	FAS TE block	NRP1-CendR mod
31	0.0	-6	0	-7
32	-0.1	-5	-4	7
33	-0.8	-7	-3	11
34	-0.4	-10	-6	-11
35	-0.2	-2	4	10
36	-1.1	1	-8	-4
37	-0.5	-6	-3	4
38	-0.4	-144	-12	-82
39	-0.7	-3	6	-7
40	-0.6	-8	2	6

(next part)
item	SMILES	MsrA act	MT1-MMP act inh	MLLE-PAM2 inh	MsrA inh	SKN-1 block
41	CCCNC(=O)C1(C)CCCN(Cc2ccc(-c3ccccn3)cc2)C1 (stereo not given)	-7	2	12	0.9	-7
42	CCc1ccc2c(c1)C(c1ccc(N3CCOCC3)cc1)=NNC(c1ccncc1)=N2	-6	-13	5	1.0	-3
43	CC(C)N=Cc1c(O)[nH]c2ccccc12	0	-1	4	3.4	-14
44	Cc1cc(N2CCC(C)CC2)nc(-c2ccccc2O)n1	-3	-11	8	2.4	12
45	O=C(Nc1ccc2oc(-c3ccncc3)nc2c1)c1ccccc1	-2	7	-80	2.8	16
46	C/C(N)=C(/C#N)C(=O)COC(=O)c1cc(S(=O)(=O)N2CCCCC2)ccc1C	-2	-3	8	-0.4	17
47	COc1ccccc1C(=O)NCCc1c(C)[nH]c2c(C)ccc(F)c12	-3	-3	-16	1.8	-2
48	COc1cc2c(cc1NC(=O)COC(=O)CNS(=O)(=O)c1ccc(C)cc1)oc1ccccc12	-2	4	-24	0.5	-8
49	COCc1cc(=O)[nH]c(SCCS(=O)(=O)c2ccc(Cl)cc2Cl)n1	-1	5	38*	0.5	-9
50	Cc1n[nH]c(C)c1N1C(=O)c2cccc3c(N4CCCCCC4)ccc(c23)C1=O	1	-226	i	0.7	5

item	Tb MetRS inh	E coli Lon inh	FAS TE block	NRP1-CendR mod
41	-0.5	0	-6	-13
42	-1.1	-3	6	17
43	-0.6	-16	-8	0
44	0.0	-6	30	-12
45	-0.6	1	-3	1
46	-0.4	1	10	13
47	-0.1	-3	0	1
48	-0.6	7	16	-9
49	-0.2	-1	-6	-8
50	-0.3	69*	-185	124

(next part)
item	SMILES	MsrA act	MT1-MMP act inh	MLLE-PAM2 inh	MsrA inh	SKN-1 block
51	COc1cccc(C(C)(O)c2nc(-c3cccc(C#N)c3)cs2)c1 (stereo not given)	-7	-3	-8	0.8	-20
52	CCN(CC)C(=O)c1sc(NC(=O)c2cccnc2)c(C(=O)OC)c1C	-2	-6	-6	0.4	11
53	COc1ccc(N2CCCC2)c(NC(=O)c2ccc(Br)o2)c1	4	-9	10	-0.2	16
54	O=C(Nc1ccc(F)cc1)C1CCCN(C2=NS(=O)(=O)c3ccccc32)C1 (stereo not given)	-4	-1	-26	1.5	-8

item	Tb MetRS inh	E coli Lon inh	FAS TE block	NRP1-CendR mod
51	-0.3	-8	17	2
52	0.2	-2	-8	4
53	-0.2	1	7	61*
54	-0.4	-1	-3	1

In the list so far, two contain two or more sulfur atoms.
item	SMILES	MsrA act	MT1-MMP act inh	MLLE-PAM2 inh	MsrA inh	SKN-1 block
26	Cc1nnc(NC(=O)c2ccc(S(=O)(=O)N(C)c3ccccc3)cc2)s1	-1	-4	-8	0.4	11
49	COCc1cc(=O)[nH]c(SCCS(=O)(=O)c2ccc(Cl)cc2Cl)n1	-1	5	38*	0.5	-9

item	Tb MetRS inh	E coli Lon inh	FAS TE block	NRP1-CendR mod
26	0.1	-3	-4	1
49	-0.2	-1	-6	-8

Screens (PubChem)
